# BAP1 block: blocks human BAP1 ubiquitin-AMC hydrolysis; Q92560; recombinant BAP1, Ub-AMC hydrolysis fluorescence kinetic; active compounds read low; activity remaining (% of control), % at 20 µM; 72,000 tested, 0.48% active;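 active means activity remaining at or below 50% of control, provided the compound also passes the data quality filters; inactive means the rest, including low values that fail the filters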;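 further: 100% = DMSO wells rate and 0% = substrate alone blank rate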
# Target sequence (Q92560 whole entry, looked up): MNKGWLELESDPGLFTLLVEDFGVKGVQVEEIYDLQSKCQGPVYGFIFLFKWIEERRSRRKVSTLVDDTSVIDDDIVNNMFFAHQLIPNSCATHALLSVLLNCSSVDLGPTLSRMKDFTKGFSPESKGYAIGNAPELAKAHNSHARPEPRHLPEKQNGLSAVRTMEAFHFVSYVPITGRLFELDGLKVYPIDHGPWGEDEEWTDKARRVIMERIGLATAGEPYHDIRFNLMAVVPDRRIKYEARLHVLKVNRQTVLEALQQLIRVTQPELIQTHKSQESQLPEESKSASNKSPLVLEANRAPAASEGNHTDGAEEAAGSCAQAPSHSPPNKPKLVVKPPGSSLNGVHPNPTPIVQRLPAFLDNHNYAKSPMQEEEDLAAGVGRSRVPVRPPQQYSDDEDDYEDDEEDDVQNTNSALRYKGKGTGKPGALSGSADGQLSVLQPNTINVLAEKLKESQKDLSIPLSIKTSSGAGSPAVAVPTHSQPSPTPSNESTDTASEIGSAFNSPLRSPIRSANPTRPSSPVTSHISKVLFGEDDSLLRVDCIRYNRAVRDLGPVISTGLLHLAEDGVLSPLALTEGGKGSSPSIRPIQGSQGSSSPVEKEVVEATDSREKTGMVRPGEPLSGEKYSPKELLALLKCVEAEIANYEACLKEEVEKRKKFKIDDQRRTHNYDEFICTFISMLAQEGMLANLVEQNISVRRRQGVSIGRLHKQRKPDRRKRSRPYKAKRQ
# HePTP inhibitor: blocks human HePTP tyrosine phosphatase. 110,000 tested, 0.64% active. recombinant HePTP phosphatase activity, OD absorbance. P35236. inhibition, % at 20 µM; in the data active means inhibition above about 50%;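 further: plate controls were vehicle for no effect and reference inhibitor for full effect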
# Target sequence (P35236 whole entry, looked up): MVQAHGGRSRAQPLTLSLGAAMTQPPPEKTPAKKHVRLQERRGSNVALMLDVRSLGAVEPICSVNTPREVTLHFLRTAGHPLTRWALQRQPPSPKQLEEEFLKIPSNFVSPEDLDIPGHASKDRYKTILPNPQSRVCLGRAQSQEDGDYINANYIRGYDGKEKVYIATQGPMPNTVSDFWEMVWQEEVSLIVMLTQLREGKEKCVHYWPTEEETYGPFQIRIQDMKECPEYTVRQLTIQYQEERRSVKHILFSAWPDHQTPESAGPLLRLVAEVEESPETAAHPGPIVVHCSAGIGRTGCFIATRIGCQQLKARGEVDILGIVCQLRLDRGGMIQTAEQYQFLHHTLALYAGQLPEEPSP
# Starred values were filed as active, the others as inactive; nt = no result given; & = joins results of further samples. The order is random. About 0.79% of those tested had a hit in this group.
molecule	BAP1 block	HePTP inhibitor
O=C(c1ccc(O)cc1)c1ccc(O)cc1O	99	nt
Cc1cccc(Cn2c(SCCO)nc3c2c(=O)n(C)c(=O)n3C)c1	132	4
O=C(Nc1c[nH]c(=O)[nH]c1=O)c1ccccc1F	nt	11
CC1=C(C(=O)OCCOc2ccccc2)C(c2ccc(Cl)c(Cl)c2)C2=C(CCCC2=O)N1 (stereo not drawn)	nt	7
CCOc1ccc(C(=O)Nc2ccccc2OC)cc1[N+](=O)[O-]	nt	-20
O=[N+]([O-])c1cccc(N2COc3ccc4ccccc4c3C2)c1	88	nt
COc1ccc(-c2cc(C(=O)Nc3c(C)nn(Cc4ccccc4Cl)c3C)no2)cc1OC	104	2
Oc1ccc(Cl)cc1/C=N/c1c(-c2ccco2)nc2cc(Cl)ccn12	nt	-15
CCN=C(Nc1ccc2c(c1)OCO2)SC1CC(=O)N(c2ccc(Br)cc2)C1=O (stereo not drawn)	nt	-10
O=C(c1ccc(Cl)cc1)N1CCN(C(=O)c2ccco2)CC1	nt	7
Cc1onc(-c2ccccc2Cl)c1C(=O)Nc1ccccc1C(N)=O	91	-9&5
COc1ccccc1C/C(N)=N/OC(=O)Cc1ccc(Cl)cc1	nt	-1
NC(=O)c1ccc(N=Cc2ccccc2OCc2ccccc2)cc1	nt	10
O=C(Nc1ccc2nn(-c3ccccc3)nc2c1)c1cccc(F)c1	nt	8
CC1CCN(C(=O)CSc2ccc3nnc(-c4ccc(F)cc4)n3n2)CC1	147	1
C(#Cc1ccccc1)Cn1nnc2ccccc21	101	9
Cc1ccc2nc(SCCOc3ccccc3)[nH]c2c1	nt	-8
O=C(NOC(=O)c1ccccc1I)c1ccc(Cl)cc1	nt	5
CCCCN(C)Cc1c(C)[nH]c2ccc(Cl)cc2c1=O	135	4
Cc1cc(NC(=O)CSc2nc3ccccc3c(=O)n2C2CCCC2)no1	107	7
Cn1c(Cn2c(=O)sc3ccccc32)nnc1SCC(=O)NCCc1ccccc1	78	3
Cc1ccc(/C=C2\SC(=S)N(c3ccc(F)cc3)C2=O)o1	nt	-8
Cc1cc(NC(=O)c2cc(-c3cccs3)on2)nn1Cc1ccc(Cl)cc1	80	6
O=C(Nc1ccc(Cl)cc1)Nc1ccc(F)c(Cl)c1	nt	-6
Cc1cc(C)c(NC(=O)CSc2nnc(-c3ccncc3)n2Cc2ccco2)c(C)c1	94	5
COc1ccc(N2C(=O)/C(=C/c3ccc(OC(=O)C45CC6CC(CC(C6)C4)C5)c(OC)c3)SC2=S)cc1	nt	1
CCn1c(=N)n(CC(O)COc2ccccc2)c2ccccc21 (stereo not drawn)	94	nt
CC(C)OCCCN1CN(S(=O)(=O)c2ccccc2)c2nc3ccccc3nc21	74	2
COc1ccc(C(=O)O/N=C2\CCCc3c2ccc(O)c3C)cc1OC	nt	7
CCOC(=O)C1=NNC2(c3ccc(Cl)cc3)C(=O)N(c3cccc(OC)c3)C(=O)C12 (stereo not drawn)	nt	7
O=C(/C=C/c1ccc(Cl)cc1)Nc1ccc(OC(F)(F)F)cc1	nt	6
CCC(=O)Oc1cc2oc(=O)c(CC)c(C)c2cc1CC	nt	-4
CC1=CCC(COC(=O)Nc2ccccc2)CC1 (stereo not drawn)	101	8
O=C(CSc1nc2ccc(N3C(=O)c4ccccc4C3=O)cc2s1)c1ccc(Cl)cc1	nt	14
CCOc1ccc(N2C(=O)C3CCCN3C2=O)cc1 (stereo not drawn)	101	10
Cc1ccc2c(c1)cc(CN(Cc1cccs1)C(=O)c1ccco1)c1nnnn12	77	8
CCn1c(Cn2nnc(-c3ccccc3)n2)nnc1SCC(=O)Nc1ccc(C(C)=O)cc1	80	5
CCC(C)NC(=O)C1CCCN(S(=O)(=O)c2ccc(-n3cnnn3)cc2)C1 (stereo not drawn)	105	0
CN1CCN(c2c3c(c(C#N)c4nc5ccccc5n24)CCCC3)CC1	51	-1
O=C1c2cccc3c(N4CCOCC4)ccc(c23)C(=O)N1CCOC(=O)C12CC3CC(CC(C3)C1)C2	67	nt

# Compounds above that have two or more sulfur atoms (4):
molecule	BAP1 block	HePTP inhibitor
Cn1c(Cn2c(=O)sc3ccccc32)nnc1SCC(=O)NCCc1ccccc1	78	3
Cc1ccc(/C=C2\SC(=S)N(c3ccc(F)cc3)C2=O)o1	nt	-8
COc1ccc(N2C(=O)/C(=C/c3ccc(OC(=O)C45CC6CC(CC(C6)C4)C5)c(OC)c3)SC2=S)cc1	nt	1
O=C(CSc1nc2ccc(N3C(=O)c4ccccc4C3=O)cc2s1)c1ccc(Cl)cc1	nt	14

# (more compounds)
molecule	BAP1 block	HePTP inhibitor
CN(C)CCNc1oc(COc2ccc(-c3ccccc3)cc2)nc1C#N	104	8
COC(=O)c1ccccc1-c1ccc(/C=C2/SC(=S)N(CC(=O)O)C2=O)o1	nt	6
O=C(O)CCc1ccc(-c2cccs2)n1CCC(=O)O	90	30
Nc1nc2ccccc2n1CCOc1ccc(Br)cc1	161	nt
COc1ccc(-c2cc3c(ccc4ccccc43)oc2=O)cc1OC	nt	-6
Cc1cccc(N2C(=O)SC(N(CC(=O)O)c3cccc(C)c3)C2=O)c1 (stereo not drawn)	88	-3
O=C1/C(=C\c2ccccc2OS(=O)(=O)c2ccccc2[N+](=O)[O-])SC(=S)N1Cc1ccccc1	nt	11
NC(=O)CN1CCN(c2ccccc2F)CC1	91	4
C=CCNC(=O)CN(c1ccc(F)cc1)S(=O)(=O)c1ccc(OC)cc1	99	3
CCOc1ccc2nc(C(C)O)[nH]c2c1 (stereo not drawn)	nt	6
CCOC(=O)Cc1c(C)nc2c(-c3cccc(Br)c3)c[nH]n2c1=O	nt	-10
Cc1ccc(C2C(C(=O)c3sc(C)nc3C)=C(O)C(=O)N2CCCN(C)C)o1 (stereo not drawn)	103	2
CC(=O)Nc1ccc(S(=O)(=O)NNC(=O)c2cccc(Cl)c2)cc1	nt	-24
COC(=O)CCC(NC(=O)c1cc(-c2ccc3c(c2)OCCO3)oc1C)C(=O)OC (stereo not drawn)	62	4
CCC(=O)N1c2ccc(S(=O)(=O)CCC(=O)NCc3ccc4c(c3)OCO4)cc2CC1C (stereo not drawn)	92	9
Cn1c(Cl)cnc1C1CC(c2cc(Cl)ccc2O)=NN1 (stereo not drawn)	109	nt
CCOC(=O)C1=C(C)N(c2ccc(OCC)cc2)C(=O)/C1=C\c1ccco1	nt	-5
CC(C)(C)C(=O)OCC1OC(n2cnc(C(N)=O)n2)C(O)C1O (stereo not drawn)	63	16
CN(C(=O)c1cc2nc(-c3ccco3)cc(C(F)(F)F)n2n1)C1CCCCC1	77	8
CC(C)(C)NS(=O)(=O)c1ccc(CCC(=O)N2CCOCC2)cc1	113	-5
CCOC(=O)CSC1=C(C#N)C(C)C2=C(CCCC2=O)N1 (stereo not drawn)	90	6
Cc1cc(C(=O)Nc2ccc3oc(-c4ccc(C(C)(C)C)cc4)nc3c2)ccc1[N+](=O)[O-]	94	nt
COc1ccc2c(c1OC)C(=O)N(c1cccc(/C=C/C(=O)O)c1)C2	nt	4
COc1ccc(-c2nn(-c3ccccc3)cc2/C=N/n2cnnc2)cc1OC	89	8
CCOc1ccc(-c2csc(N)c2C(=O)OC)cc1	nt	0
Cc1nn(C)c(C)c1S(=O)(=O)N1CCC(C(=O)NCCC2=CCCCC2)CC1	96	-6
NCC(O)C1CCCCCCC1 (stereo not drawn)	91	nt
O=C(CSCC(=O)c1ccc(F)cc1)Nc1ccc2ccccc2c1	nt	0
Cc1c(S(=O)(=O)N2CCc3ccccc3C2)c(=O)n(C)c(=O)n1C	100	-6
Clc1ccc(N=Cc2cccc(OCc3ccccc3)c2)cc1Cl	nt	2
O=c1[nH]c2cc3c(cc2cc1C(c1nnnn1C1CCCC1)N1CCCc2ccccc21)OCCO3 (stereo not drawn)	105	7
CCc1ccc(NC(=O)CSc2ccccn2)cc1	nt	4

# Overlap with the part before: 2 compounds, then new ones.
molecule	BAP1 block	HePTP inhibitor
O=c1[nH]c2cc3c(cc2cc1C(c1nnnn1C1CCCC1)N1CCCc2ccccc21)OCCO3 (stereo not drawn)	105	7
CCc1ccc(NC(=O)CSc2ccccn2)cc1	nt	4
Cc1cc(OCC(=O)Nc2c(C(C)C)cccc2C(C)C)cc(C)c1Cl	nt	-8
Cc1ccc(NC(=S)NC(=O)c2ccc(F)cc2)cc1Br	nt	2
CCn1c(SCC(=O)OCC(=O)N2c3ccccc3NC(=O)C2(C)C)nnc1-c1ccco1	106	5
COC(=O)c1ccc(C(=O)OC)c(NC(=O)c2cc(Cl)ccc2Cl)c1	nt	102*
CC1=C(C(=O)Nc2ccc(C)cc2)C(c2ccc(Cl)cc2)NC(=S)N1 (stereo not drawn)	nt	2
COc1cc(CNCc2ccccc2[N+](=O)[O-])cc(OC)c1	nt	-8
COc1ccccc1C(=O)N1CCN(c2ccc(F)cc2)CC1	nt	-18
Cc1cc(O)c(-c2n[nH]c3c2C(c2cccc(O)c2)N(Cc2cccnc2)C3=O)cc1Cl (stereo not drawn)	79	6

# Six entries picked at random from those above, as already listed:
molecule	BAP1 block	HePTP inhibitor
Cc1cc(O)c(-c2n[nH]c3c2C(c2cccc(O)c2)N(Cc2cccnc2)C3=O)cc1Cl (stereo not drawn)	79	6
COc1cc(CNCc2ccccc2[N+](=O)[O-])cc(OC)c1	nt	-8
CCn1c(SCC(=O)OCC(=O)N2c3ccccc3NC(=O)C2(C)C)nnc1-c1ccco1	106	5
COc1ccccc1C(=O)N1CCN(c2ccc(F)cc2)CC1	nt	-18
Cc1cc(OCC(=O)Nc2c(C(C)C)cccc2C(C)C)cc(C)c1Cl	nt	-8
Cc1ccc(NC(=S)NC(=O)c2ccc(F)cc2)cc1Br	nt	2

# Additional structures
molecule	BAP1 block	HePTP inhibitor
O=c1c2ccccc2n(Cc2ccc(F)cc2)c(=O)n1C1CCCC1	99	0
O=C(CCc1ccccc1)Nc1ccc(N2CCOCC2)cc1	94	4
COc1ccc(CC(NC(=O)c2ccccc2)C(=O)NCC(=O)O)cc1 (stereo not drawn)	97	2
CCN(CC)C(=O)C1CN(S(=O)(=O)c2ccccc2)CCN1S(=O)(=O)c1ccccc1 (stereo not drawn)	nt	-2
O=C(Cc1ccc([N+](=O)[O-])cc1)NNC(=O)c1ccccc1	nt	6
CC(=O)Nc1ccc(C(=O)Nc2ccc(S(=O)(=O)N3CCCC3)cc2)cc1	92	9
CCCC(=O)Nc1nc(-c2ccccc2)cs1	nt	7
COCCn1nnnc1C(CC(C)C)N1CCN(c2cccc(OC)c2)CC1 (stereo not drawn)	98	6
COc1ccc(CNC(=O)COc2cc(C)c(Cl)c(C)c2)cc1	nt	-7
CCC(=O)Nc1ccc2c(c1)N(C(C)=O)c1ccccc1CC2	nt	2
Cn1ncc2c(NCc3ccccc3)ncnc21	96	4
CCn1c(SC)nc2sc3c(c2c1=O)CCCC3	nt	0
CCCCC(=O)Nc1ccc2oc(-c3ccncc3)nc2c1	127	-4
CC(NC(=O)COc1ccc(Br)cc1)c1ccccc1 (stereo not drawn)	nt	-2
COc1ccc2c(c1)[nH]c1c(=O)n(CCN(C)C)cnc12	133	9
COC(=O)c1c(-c2ccccc2)csc1NC(=O)C1CCCCC1C(=O)O (stereo not drawn)	nt	7
COCCn1c(-c2ccc(-c3ccccc3Cl)o2)nc2c1c(=O)[nH]c(=O)n2CC(C)C	nt	4
O=S(=O)(NC1CC1)c1ccc(S(=O)(=O)N2CCCC3(CCCCC3)C2)cc1	77	-8
Cn1nc(C(=O)OCC(=O)N2CCc3ccccc32)c2ccccc2c1=O	99	5
Cn1c(SCc2nc(-c3cccs3)no2)nnc1C1CCCCC1	110	10
N#Cc1c(/N=C/c2cccs2)sc2c1CCCCC2	92	-5
CCOC(=O)c1ccc(NC(=O)/C=C/c2ccccc2)cc1	nt	2
Cc1nc2nc(SCC(=O)NCc3ccco3)nn2c(C)c1Cc1c(F)cccc1Cl	nt	-2
CCOc1cccc(C(=O)NCc2ccncc2)c1	nt	-6
Cc1c(C#N)c(N)c(C(=O)c2ccccc2)n1Cc1ccccc1	78	-1
CC(C)NC(=O)c1cc2c(-c3ccc(Cl)cc3)nn(C)c2s1	74	3
COc1cccc(OCCCOc2ccc(C)c(C)c2)c1	nt	-15
O=C(CSc1nc(N2CCCCC2)nc(N2CCCCC2)n1)NC1CCCCC1	84	6
CCN(CC)S(=O)(=O)c1ccc(C(=O)OCn2nnc3ccccc3c2=O)cc1	78	nt
O=C1C2C3c4ccccc4C(C(=O)O)(c4ccccc43)C2C(=O)N1c1cccc([N+](=O)[O-])c1 (stereo not drawn)	nt	-5
O=C(NCc1ccccn1)C1CCN(S(=O)(=O)N2CCCC2)CC1	nt	11
CCOC(=O)C1=C(C(=O)OCC)SC(=C2C(=S)C(C)(C)N(C(=O)CC)c3ccc(OCC)cc32)S1	nt	34
O=C(CSc1ncnc2c1oc1ccccc12)NCC1CCCO1 (stereo not drawn)	88	nt
CC1CN(c2oc(-c3ccco3)nc2C#N)CC(C)O1 (stereo not drawn)	nt	5
CCOC(=O)c1c(NC(=O)CCc2ccccc2)sc(C(=O)Nc2ccccc2OC)c1C	nt	6
CCOc1ccccc1Nc1nnc(SCc2ccc(C(=O)OC)o2)s1	58	1
COc1ccc(C(=O)CCNc2ccccc2)cc1	nt	-5
CCOC(=O)C1C(=O)CC(C)(O)C(C(=O)OCC)C1c1cccc(OC(F)(F)C(F)F)c1 (stereo not drawn)	76	7
O=C(Nc1ccccc1C(=O)O)c1ccc(N2C(=O)c3cccc([N+](=O)[O-])c3C2=O)cc1	nt	17

# Assay outcomes deposited in PubChem BioAssay by several laboratories.
